# Screening results: PubChem BioAssay, Sanford-Burnham Center for Chemical Genomics
# XIAP antagonists: XIAP antagonists, biochemical, IAP family, fluorescence polarization (AID 1018); XIAP BIR domain, fluorescence polarization peptide displacement; higher % means a stronger effect; displacement, % at 20 µM; hits with a dose series show IC50 in µM; 0.007% of 200,000 active; in the data active means displacement above about 50%; further: a part of the inactive calls stands beside numbers as strong as those of hits
# PMI inhibition: MPI inhibition at elevated mannose 6-phosphate – biochemical, fluorescence intensity, high mannose 6-phosphate, primary screen (AID 1220); one-dose inhibition, % at 20 µM; IC50 in µM for titrated hits; recombinant PMI enzyme, coupled fluorescence intensity; higher % means a stronger effect; 0.66% of 190,000 active
# KOR beta-arrestin-1: KOR antagonists, beta-arrestin recruitment, cell-based, luminescence, uHTS (AID 1778); KOR beta-arrestin recruitment, luminescence, antagonist mode; higher % means a stronger effect; inhibition, % at 10 µM, or IC50 in µM where a hit was titrated; 0.091% of 290,000 active; further: strong numbers were not always called active
# KOR beta-arrestin-2: kappa opioid receptor activators – cell-based, luminescence, uHTS, primary screen (AID 1777) | one-dose activation, % at 10 µM; EC50 in µM for titrated hits | 0.02% of 280,000 active | KOR beta-arrestin recruitment, luminescence; higher % means a stronger effect; in the data active means activation above about 50%, passing the limit was not always enough; further: a part of the inactive calls stands beside numbers as strong as those of hits
# NOD1 NF-kB reporter: NOD1 signaling inhibitors, primary screen, cell-based, luminescence, uHTS (AID 1578). NOD1-driven NF-kB luciferase reporter cells, luminescence; higher % means a stronger effect. inhibition, % at 4 µM; hits with a dose series show EC50 in µM. 1% of 290,000 active; in the data active means inhibition mostly above about 36%, no sharp cut-off; inactive means mostly below about 34%;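 further: HEK-293T reporter cells stimulated with the NOD1 agonist gamma-tri-DAP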
# LYP phosphatase: inhibitors of LYP phosphatase, biochemical, fluorescence intensity, uHTS (AID 1779). 0.054% of 290,000 active. one-dose inhibition, % at 11.5 µM; IC50 in µM for titrated hits. recombinant LYP phosphatase, fluorescence intensity; higher % means a stronger effect;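 further: plate controls were vehicle with enzyme for no effect and no enzyme for full effect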
# human PMI inhibition: MPI enzyme activity inhibition – biochemical, fluorescence intensity, coupled assay, primary screen (AID 1209); purified PMI enzyme, coupled fluorescence intensity; higher % means a stronger effect; inhibition, % at 20 µM; hits with a dose series show IC50 in µM; 0.42% of 190,000 active;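 further: plate controls were DMSO vehicle for no effect and wells lacking substrate for full effect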
# HEK293 NOD2/NF-kB: inhibition of NOD2-driven NF-kB reporter – cell-based, luminescence, uHTS, HEK293 (AID 1566); 0.63% of 290,000 active; one-dose inhibition, % at 4 µM; EC50 in µM for titrated hits; HEK293 NOD2/NF-kB luciferase reporter, luminescence; higher % means a stronger effect; further: many of its hits are not listed in these tables
# TNAP activation fold: human TNAP enzyme activators, primary screen, biochemical, luminescent, no phosphate acceptor, uHTS (AID 1001). 0.03% of 200,000 active. activation fold at 20 µM; hits with a dose series show EC50 in µM. purified TNAP, luminescent activation assay, no phosphate acceptor; higher activation fold means a stronger effect; in the data active means activation fold from about 3, or a potency from the dose series; inactive means the rest, 99 in 100 with activation fold below about 1.6; further: many of its hits are not listed in these tables
# An asterisk follows results filed as active; · = not tested or not shown; [ ] = dose if it differs, or a comment. Unless noted, no stated cut-off is given here; in the data, active means inhibition above about 50%; inactive means the rest. A portion of the library; count on the stated rates, not on these rows.
# The first 3 compounds as a preview:
NOD1 NF-kB reporter	TNAP activation fold	HEK293 NOD2/NF-kB	XIAP antagonists	SMILES	KOR beta-arrestin-2	LYP phosphatase	PMI inhibition	human PMI inhibition	KOR beta-arrestin-1
-7%	1.1	12%	-1.1%	CN(CCOc1ccc(-c2ccn(S(=O)(=O)c3cccc4ccccc34)n2)cc1)c1ccccn1	-4.0%	-2%	10%	8%	44%
6%	1.1	11%	-4.3%	Cn1c(SCC(=O)NC(C)(C)C)nnc1-c1cccc(NC(=O)c2ccccc2F)c1	-7.3%	-8%	-13%	-4%	17%
-14%	·	0%	·	COc1ccc(S(=O)(=O)Nc2ccccc2C(=O)NCc2cccnc2)cc1	0.2%	3%	·	·	-5%

# This part in full, from the start:
NOD1 NF-kB reporter	TNAP activation fold	HEK293 NOD2/NF-kB	XIAP antagonists	SMILES	KOR beta-arrestin-2	LYP phosphatase	PMI inhibition	human PMI inhibition	KOR beta-arrestin-1
-7%	1.1	12%	-1.1%	CN(CCOc1ccc(-c2ccn(S(=O)(=O)c3cccc4ccccc34)n2)cc1)c1ccccn1	-4.0%	-2%	10%	8%	44%
6%	1.1	11%	-4.3%	Cn1c(SCC(=O)NC(C)(C)C)nnc1-c1cccc(NC(=O)c2ccccc2F)c1	-7.3%	-8%	-13%	-4%	17%
-14%	·	0%	·	COc1ccc(S(=O)(=O)Nc2ccccc2C(=O)NCc2cccnc2)cc1	0.2%	3%	·	·	-5%
30%	1.1	28%	-28%	Cc1cccc(C)c1NC(=O)N1CCN(c2nc3ccccc3s2)CC1	-4.4%	-2%	5%	13%	-7%
-42%	1.1	-166%	-5.7%	Brc1ccc(OCc2cn3ccccc3n2)cc1	-2.6%	-5%	-3%	-1%	4%
-17%	1.1	-4%	-8.7%	CCCCCCNC(=O)CCNS(=O)(=O)c1ccc(C)cc1	4.3%	-3%	-6%	-8%	-42%
-22%	1.1	8%	0.2%	Cc1nnc(SCC(=O)Nc2ccc3c(c2)COC3=O)n1-c1ccccc1	-0.4%	2%	3%	2%	-8%
-11%	1.1	15%	-4.3%	COc1cc(C(=O)Nc2ccc(S(=O)(=O)N3CCCCC3C)cc2)cc(OC)c1OC (stereo not given)	-0.3%	3%	17%	10%	4%
2%	·	7%	·	O=C1CCCN1CC(O)CS(=O)(=O)Cc1ccc(Cl)cc1Cl (stereo not given)	-1.2%	-4%	·	·	-35%
-6%	·	-35%	·	Cc1ccc(SC[C@H](CC(C)C)N2CCN(C)CCC2=O)cc1	-4.2%	-6%	·	·	31%
-25%	1.1	-5%	0.4%	CCSC1=C(C#N)C(c2cccc(O)c2)CC(=O)N1 (stereo not given)	3.3%	0%	15%	3%	0%
-29%	1.1	8%	-6.1%	COc1cc(C(=O)NCC(=O)OCCN2C(=O)c3ccccc3C2=O)cc(OC)c1OC	-1.2%	-4%	-2%	-2%	-9%

# Part of the list above, with two lines to a compound:
# Results follow in this order: NOD1 NF-kB reporter	TNAP activation fold	HEK293 NOD2/NF-kB	XIAP antagonists	KOR beta-arrestin-2	LYP phosphatase	PMI inhibition	human PMI inhibition	KOR beta-arrestin-1
> Brc1ccc(OCc2cn3ccccc3n2)cc1
    -42%	1.1	-166%	-5.7%	-2.6%	-5%	-3%	-1%	4%
> CCCCCCNC(=O)CCNS(=O)(=O)c1ccc(C)cc1
    -17%	1.1	-4%	-8.7%	4.3%	-3%	-6%	-8%	-42%

# (more compounds)
NOD1 NF-kB reporter	TNAP activation fold	HEK293 NOD2/NF-kB	XIAP antagonists	SMILES	KOR beta-arrestin-2	LYP phosphatase	PMI inhibition	human PMI inhibition	KOR beta-arrestin-1
-6%	1.1	9%	-0.6%	CCC(C)Nc1nc2c(c(=O)n(C)c(=O)n2C)n1Cc1ccc(F)cc1 (stereo not given)	-1.3%	-1%	-6%	3%	37%
·	1	-22%	-4.8%	Cc1cc(C)c2c(N)c3ccccc3nc2n1	-2.0%	-11%	15%	7%	-21%
-10%	1.1	22%	-2.3%	O=C(Nc1cc(C(=O)N2CCCC2)ccc1N1CCCC1)c1ccccc1	-5.4%	-1%	-29%	-3%	26%
-11%	·	3%	·	CC(C)(C)n1c(O)c2ccc(C(=O)N=NC(=O)c3ccccc3)cc2c1O	-1.2%	-10%	·	·	-18%
-15%	1.1	8%	-3.2%	COc1ccc(CC(=O)OCC(=O)Nc2cccnc2Cl)cc1OC	-3.6%	-8%	-3%	-2%	3%
-6%	1	10%	-11%	Cc1cc(C)c[n+](-c2nc3ccccc3nc2[N-]S(=O)(=O)c2cccs2)c1	-2.4%	-11%	-1%	6%	20%
-38%	·	2%	·	CCC(Oc1ccc(C)cc1)C(=O)Nc1ccccc1C(=O)N1CCOCC1 (stereo not given)	-3.6%	-12%	·	·	-2%
-32%	1	-10%	-3.7%	CC(=O)Nc1cccc(N/C(N)=N/c2nc(C)cc(C)n2)c1	·	-4%	1%	3%	35%[20 µM]
-20%	1	5%	-2.6%	COc1nc(-c2ccccc2)ncc1S(=O)(=O)c1ccccc1	-3.8%	-9%	3%	5%	-22%[20 µM]
-1%	·	16%	·	CN(C)C(=O)N1CCN(S(=O)(=O)c2ccc3ccccc3c2)CC1	-4.1%	-12%	·	·	-11%[20 µM]
-39%	1	-23%	-6.6%	O=C1C2C3C=CC(C4CC34)C2C(=O)N1/N=C/c1ccc(-c2ccc([N+](=O)[O-])cc2)o1 (stereo not given)	3.9%	-1%	20%	4%	-277%[20 µM]
-49%	1.1	-55%	-3.8%	O=c1c2c3c(sc2nc2n1CCCCC2)C(O)CCC3 (stereo not given)	5.2%	-8%	9%	8%	-18%[20 µM]
-46%	1.1	-7%	-2.7%	Cc1cc(NC(=O)C2=C(O)c3ccccc3S(=O)(=O)N2C)no1	-1.7%	2%	-7%	-9%	6%
0%	1.1	-12%	-3.9%	Cc1ccc(NS(=O)(=O)c2ccc(Cl)c(C(=O)Nc3ccccc3-c3nc4ccccc4[nH]3)c2)cc1C	3.1%	2%	2%	-3%	17%
-10%	·	11%	·	COC(=O)C(C)Oc1ccc(-c2nccc(-c3ccc(F)cc3)n2)cc1 (stereo not given)	-2.7%	-1%	·	·	18%
-16%	1.2	-11%	-5.1%	COc1cc(C(=O)N/C(=C\c2cn(C)c3ccccc23)C(=O)NCCCO)cc(OC)c1OC	5.1%	-5%	13%	9%	-52%
-11%	·	8%	·	CCOc1ccccc1CNC(=O)C1CCN(C(=O)N2CC(C)Oc3ccc(C)cc32)CC1 (stereo not given)	-1.3%	-10%	·	·	-4%[20 µM]
-26%	·	9%	·	COc1ccc(S(=O)(=O)N(C)c2ccc(C(=O)NCc3ccncc3)cc2)cc1	-2.4%	-10%	·	·	16%
-58%	1	-64%	-6.6%	O=c1[nH]c2ccccc2nc1CCc1ccccc1	3.9%	-2%	13%	1%	-33%
-9%	·	10%	·	COC(=O)CSc1nc(COc2ccccc2)nc2ccccc12	4.3%	0%	·	·	-15%[20 µM]
19%	·	14%	·	Cc1ccc(C(=O)c2c3ccc(N)cc3nn2CCC(N)=O)cc1	-1.5%	-15%	·	·	-10%[20 µM]
-26%	1	11%	-2.2%	CCCOC1(NC(=O)c2ccccc2)C(C)=CC(=O)C=C1C	-0.9%	-6%	55%*	21%	-14%
-7%	·	-4%	·	CCCN1CCc2c(sc3nc(SC)n(-c4ccccc4)c(=O)c23)C1	-0.7%	0%	·	·	-16%
-27%	·	11%	·	COc1ccc(/C=N/NC(=O)CN(C)C(=O)OCc2ccccc2)cc1OC	0.0%	-3%	·	·	-21%
-20%	·	1%	·	O=C(COc1cc2oc(=O)c3c(c2cc1Cl)CCCC3)NCC1CCC(C(=O)O)CC1 (stereo not given)	-1.5%	-4%	·	·	11%
-2%	·	15%	·	O=C(COc1ccccc1[N+](=O)[O-])Nc1cccc(Cl)c1N1CCOCC1	-0.5%	-4%	·	·	0%
4%	·	-14%	·	CCOc1ccc2nc(N3CCC(C(=O)NCCCN4CCOCC4)CC3)sc2c1	9.8%	-10%	·	·	8%
4%	·	9%	·	O=C(NCC(c1ccc(F)cc1)N1CCOCC1)c1ccc(C(=O)c2ccccc2)cc1 (stereo not given)	-6.0%	-3%	·	·	14%
2%	1.1	-6%	-0.2%	CNC(=O)c1cn(-c2ccccc2)c(=O)c2ccccc12	2.7%	-6%	-3%	4%	-13%
-16%	1	6%	-10%	COc1ccc(Cn2nnnc2CN2CCC(O)(c3ccccc3F)CC2)cc1	4.8%	-9%	-9%	-2%	-37%
-2%	·	3%	·	COc1cc(NS(=O)(=O)c2ccc(-c3ccc(=O)[nH]n3)o2)cc(OC)c1OC	4.8%	-11%	·	·	-27%
1%	1.1	16%	0.9%	O=C(c1cc2nc(-c3ccccc3)cc(-c3ccccc3)n2n1)N1CCCC1	8.8%	0%	-2%	2%	9%
-23%	1.2	0%	-0.9%	Cn1ccc(NC(=O)Nc2cccc(C(F)(F)F)c2)n1	-5.2%	-5%	2%	8%	-18%
-20%	1.1	-23%	-6.0%	CCOc1cc2[nH]c(=S)n(CCCCC(=O)NCc3ccco3)c(=O)c2cc1OCC	-3.7%	3%	1%	7%	17%
-2%	1.1	3%	-2.8%	CC(=O)Nc1c(O)nc(SCC(=O)Nc2c(C)cccc2C)[nH]c1=O	2.4%	2%	3%	0%	-42%
13%	1.1	-64%	-7.0%	COC(=O)c1sc(NC(=O)c2ccc(C)o2)nc1C	3.6%	-5%	12%	9%	5%
-11%	1	-3%	-0.7%	O=C(Cn1cnc2c(nnn2-c2ccccc2)c1=O)NCc1ccc(F)cc1	-3.1%	-6%	-6%	2%	-2%
-20%	1.1	-174%	-4.7%	Cn1cccc1C(=O)C(=O)Nc1ccc(Cl)cc1	-1.2%	-3%	0%	8%	-2%
-10%	·	7%	·	Cc1ccc2c(c1)N(S(=O)(=O)c1ccc(CN3C(=O)c4cccnc4C3=O)cc1)CCO2	4.0%	-6%	·	·	-28%
12%	·	6%	·	COC(=O)C1=C(C(=O)OC)[C@@H]2N(Cc3ccccc3)c3ccccc3[C@@]23C[C@@H](C(=O)OC)N(C(=O)c2ccc(Br)cc2)C3=N1	-2.3%	-7%	·	·	-9%[20 µM]
-24%	·	-6%	·	Cc1cc(NC(=O)CSc2nnnn2-c2cc(Cl)ccc2C)no1	-1.6%	-9%	·	·	0%
-31%	1.1	0%	-3.2%	CC(C)(C)NCc1ccccc1OCc1cccs1	-2.2%	-5%	-1%	0%	-4%
-10%	·	1%	·	CCc1cc(=O)oc2cc(C)cc(OCC(=O)NCCCn3ccnc3)c12	-5.0%	-13%	·	·	2%
-8%	·	-2%	·	O=C(Cc1cccs1)Nc1nc(-c2cccnc2)cs1	-2.3%	-9%	·	·	22%
-4%	1	7%	-6.3%	CCc1nc(SCC(=O)NCCc2ccccc2)c2oc3ccccc3c2n1	5.3%	-3%	12%	0%	-2%
-37%	1.1	-47%	-6.9%	COc1cc(C(=O)Nc2ccc3c(c2)CCN3C(C)=O)cc(OC)c1OC	0.6%	-4%	1%	-11%	-114%
-21%	·	7%	·	Cc1cc(=O)[nH]c(Nc2ccc(N(C)C)cc2)n1	-3.8%	-7%	·	·	0%
4%	·	4%	·	Cc1ccc(S(=O)(=O)NCCC(=O)Nc2cc(S(=O)(=O)N(C)C)ccc2C)cc1C	-5.0%	-5%	·	·	1%
26%	1	24%	-0.9%	Cc1cccc(S(=O)(=O)Nc2cccc3c2C(=O)c2ccccc2-3)c1	-2.5%	-5%	13%	11%	10%
-8%	1.1	-111%	-1.4%	CCc1nnc(NC(=O)CSc2nc(C)cc(C)c2C#N)s1	-4.3%	2%	-4%	-5%	-7%
-16%	1	20%	-2.9%	Cc1c(N2C(=O)/C(=C3/C(=O)N(C)c4ccccc43)SC2=S)c(=O)n(-c2ccccc2)n1C	-1.2%	0%	25%	11%	2%
-29%	0.9	-154%	-11%	COC(=O)CSc1nc2ccc(C)cc2cc1C#N	3.7%	-7%	-11%	-10%	-13%
